Screens (PubChem)
EZH2 inh = inhibitors of human EZH2/PRC2 methyltransferase; inhibition, % at 12.5 µM; AID 651548; PRC2 H3K27 methylation, DELFIA TRF, 1 h; 0.35% of 57,000 active;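 active = mean inhibition of replicates at least 50% and every single replicate also reaching 50%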;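 note: dimethyl H3K27 on biotinylated H3 21-44 peptide detected by antibody; plate controls were median neutral control wells for no effect and median positive control wells for full effect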
IDH1 R132H inh = IDH1 R132H (human) inhibition; IDH1 R132H reductase, diaphorase/resazurin fluorescence, 60 min; inhibition, % at 10 µM; 0.18% of 70,000 active; AID 624101; in the data active = inhibition above about 34%;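 note: 0% = DMSO and 100% = no enzyme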
Target sequence (O75874 whole entry R132H): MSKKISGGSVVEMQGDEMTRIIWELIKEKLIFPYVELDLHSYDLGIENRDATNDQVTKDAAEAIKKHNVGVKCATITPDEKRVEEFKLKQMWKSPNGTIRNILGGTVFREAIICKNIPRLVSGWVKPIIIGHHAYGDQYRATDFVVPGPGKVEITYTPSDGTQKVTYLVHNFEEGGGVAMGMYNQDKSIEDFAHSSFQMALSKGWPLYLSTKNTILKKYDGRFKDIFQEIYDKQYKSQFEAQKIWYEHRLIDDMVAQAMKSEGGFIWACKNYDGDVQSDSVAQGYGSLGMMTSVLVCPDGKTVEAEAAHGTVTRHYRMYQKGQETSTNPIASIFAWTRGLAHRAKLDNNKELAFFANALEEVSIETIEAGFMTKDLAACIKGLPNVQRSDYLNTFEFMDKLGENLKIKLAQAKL
Active calls of the source: *; · = no result given. Not all compounds are listed. The share of hits here may be higher or lower than overall.

SMILES	EZH2 inh	IDH1 R132H inh
COc1cccc(CNC(=O)C[C@@H]2C=C[C@H](NC(=O)C3CCC3)[C@@H](CO)O2)c1	-1.2	0.1
COc1ccc(NC(=O)Nc2cccc3c2O[C@@H](CN(C)C(=O)NC2CCCCC2)[C@H](C)CN([C@H](C)CO)C3=O)cc1	5.6	·
C[C@@H]1CCCCO[C@H](CN(C)Cc2ccc3c(c2)OCO3)[C@H](C)CN([C@@H](C)CO)C(=O)c2cc(N(C)C)ccc2O1	14.4	-1.5
Nc1ccccc1S(N)(=O)=O	·	-0.4
COc1ccc(CN(C)C[C@@H]2Oc3ccc(NC(=O)C4CCCCC4)cc3C(=O)N([C@@H](C)CO)C[C@@H]2C)cc1	-2.7	0.5
COc1cc(C(=O)Nc2cc(-c3nc4ncccc4o3)ccc2C)ccc1OCc1ccc(Cl)cc1	3.1	2.8
CC(=O)Nc1ccccc1NC(=O)COc1cc(C)c(Br)c(C)c1	-1.3	-0.5
COc1ccc(S(=O)(=O)N(C)C[C@H]2Oc3ccc(NC(=O)Nc4ccc(C(F)(F)F)cc4)cc3CC(=O)N([C@@H](C)CO)C[C@@H]2C)cc1	·	1.3
Cc1ccc(-c2nc3ccccc3[nH]2)cc1NC(=O)COc1ccc(C(C)C)cc1	5.8	-0.2
COc1ccc(NC(=O)N(C)C[C@H]2Oc3ccc(NC(=O)NC(C)C)cc3CC(=O)N([C@H](C)CO)C[C@H]2C)cc1	10.9	0.9
C[C@@H]1CN([C@H](C)CO)C(=O)c2cc(NC(=O)c3ccncc3)ccc2O[C@@H](C)CCCCO[C@H]1CN(C)S(=O)(=O)c1ccc(Cl)cc1	·	1.8
C[C@@H](O)C#Cc1ccc2c(c1)O[C@@H](CN(C)C(=O)c1ccncc1)[C@@H](C)CN([C@@H](C)CO)S2(=O)=O	·	3.7
CC(=O)Nc1ccc(NC(=O)CN(c2cc(C(F)(F)F)ccc2Cl)S(C)(=O)=O)cc1	-2.0	0.3
O=C(C[C@H]1CC[C@H](NS(=O)(=O)c2ccc(F)cc2)[C@H](CO)O1)NC1CCCCC1	-2.2	-0.1
CNC[C@H]1Oc2cc(-c3cccc(F)c3)ccc2S(=O)(=O)N([C@H](C)CO)C[C@@H]1C	-9.1	-0.3
COc1ccc(Cl)cc1N(CC(=O)Nc1cc(Cl)ccc1Cl)S(C)(=O)=O	14.1	-0.1
C[C@@H]1CN([C@@H](C)CO)C(=O)c2cccc(NC(=O)C3CCOCC3)c2O[C@H]1CN(C)Cc1ccc(-c2ccccc2)cc1	-2.0	·
C[C@H]1CN([C@@H](C)CO)C(=O)CCCn2cc(nn2)CO[C@H]1CN(C)C(=O)Nc1cccc(F)c1	2.8	·
CO[C@H]1CN(C)C(=O)c2ccc(NS(C)(=O)=O)cc2OC[C@@H](C)N(C(=O)C2CCCCC2)C[C@@H]1C	0.9	0.3
C[C@@H]1CN([C@@H](C)CO)S(=O)(=O)c2ccc(-c3ccc(C#N)cc3)cc2O[C@H]1CN(C)Cc1ccccn1	5.4	-0.7
COc1ccc([N+](=O)[O-])cc1NC(=O)C(C)N(c1ccc(C)cc1)S(C)(=O)=O (stereo not given)	-3.7	-0.1
Cc1noc(C)c1S(=O)(=O)Nc1ccc2c(c1)CC(=O)N([C@H](C)CO)C[C@H](C)[C@H](CN(C)Cc1ccc(-c3ccccc3)cc1)O2	·	-0.8
C[C@@H]1CN([C@H](C)CO)C(=O)c2cc(NS(=O)(=O)c3cn(C)cn3)ccc2O[C@@H](C)CCCCO[C@@H]1CN(C)Cc1ccc(C(F)(F)F)cc1	·	-2.3
CCCNC(=O)Nc1ccc2c(c1)C(=O)N(C)C[C@@H](OC)[C@@H](C)CN(Cc1cncnc1)[C@H](C)CO2	8.6	0.3
N#CCCSCc1ccc2oc(C(=O)O)cc2c1	·	3.1
C[C@@H]1CN([C@@H](C)CO)C(=O)Cc2cc(NC(=O)CCC(F)(F)F)ccc2O[C@H]1CN(C)S(C)(=O)=O	0.8	0.6
C/C=C/c1ccc2c(c1)O[C@@H](CN(C)C(=O)CC1CC1)[C@H](C)CN([C@H](C)CO)S2(=O)=O	-10.2	0.3
CO[C@@H]1CN(C)C(=O)c2cc(NS(=O)(=O)c3cn(C)cn3)ccc2OC[C@@H](C)N(CC2CC2)C[C@H]1C	-1.1	-0.1
CC(C)C(=O)c1c(C(C)C)nn2ccccc12	0.4	-1.1
COc1ccc(S(=O)(=O)Nc2cccc3c2O[C@@H](CN(C)CC2CCCCC2)[C@H](C)CN([C@@H](C)CO)C3=O)cc1	-1.5	·
NCCNC(=O)c1ccc(Cl)cc1	-15.3	0.3
Cc1ccc(OC(=O)N(C)C[C@@H]2OCc3cn(nn3)CCCC(=O)N([C@H](C)CO)C[C@@H]2C)cc1	-4.8	-1.3
CC(=O)N(C)C[C@@H]1Oc2cc(C#CCC3CCCC3)ccc2S(=O)(=O)N([C@@H](C)CO)C[C@H]1C	-1.8	11.5
CSCC(NS(=O)(=O)c1ccc(Br)cc1)C(=O)O (stereo not given)	-4.0	0.2
Cc1ccc(S(=O)(=O)NCC[C@H]2CC[C@@H](NC(=O)c3ccccn3)[C@H](CO)O2)cc1	-9.6	-0.5
CCCCn1c2ccccc2c2nnc(SCC(=O)c3ccccc3)nc21	4.2	-0.6
CO[C@H]1CN(C)C(=O)c2ccc(NS(C)(=O)=O)cc2OC[C@H](C)N(Cc2nccs2)C[C@H]1C	0.6	0.1
C#CCNC(=O)C1=C[C@@H](c2ccc(Br)cc2)C[C@@H](OCc2ccc(CO)cc2)O1	12.1	·
C[C@@H]1CN([C@H](C)CO)C(=O)Cc2cc(NS(=O)(=O)c3ccc(Cl)cc3)ccc2O[C@@H]1CN(C)C	·	2.0
Cc1ccc(C(=O)c2ccc(CC(=O)O)n2C)cc1	18.9	-2.4
COc1ccc(CN(C)C[C@H]2Oc3ccc(NS(=O)(=O)c4ccc(OC)cc4)cc3CC(=O)N([C@@H](C)CO)C[C@@H]2C)cc1	·	-1.7
COc1ccc(N(C(=O)c2cccnc2)S(=O)(=O)c2ccccc2)cc1	·	0.1
C[C@H](CO)N1C[C@H](C)[C@H](CN(C)Cc2ccccn2)Oc2ncc(C#Cc3ccccc3)cc2C1=O	·	-1.1
COc1cc(OC)c(NC(=O)CCN2C(=O)c3ccccc3C2=O)cc1Cl	6.7	0.7
O=C(CSc1nnc(-c2ccncc2)o1)Nc1ccccc1F	-13.4	0.5
O=C(C[C@H]1C[C@H]2c3cc(NC(=O)c4cccnc4)ccc3O[C@H]2[C@@H](CO)O1)NCc1cc(F)ccc1F	-3.1	-0.2
C[C@@H]1CN([C@H](C)CO)S(=O)(=O)c2ccc(C#CCN(C)C)cc2O[C@@H]1CN(C)Cc1ccccn1	·	-0.1
C[C@H](NC(=O)C[C@H]1C[C@H]2c3cc(N(C)C)ccc3O[C@H]2[C@@H](CO)O1)c1ccccc1	-5.5	-2.7
O=C1O[C@H](c2ccccc2)[C@H](c2ccccc2)N2[C@H]1[C@@H](C(=O)NC[C@H](O)c1ccccc1)[C@]1(C(=O)Nc3ccccc31)[C@H]2c1ccc(O)cc1	-18.4	·
O=C(C[C@@H]1C=C[C@H](NC(=O)CC2CC2)[C@H](CO)O1)NCC(F)(F)F	-0.3	0.3
C[C@@H]1CCCCO[C@@H](CN(C)S(=O)(=O)c2ccc(F)cc2)[C@@H](C)CN([C@H](C)CO)C(=O)c2cc(NC(=O)NC3CCCCC3)ccc2O1	·	0.8
C[C@H](CO)N1C[C@H](C)[C@@H](CN(C)Cc2ccc(C(F)(F)F)cc2)Oc2ccc(NC(=O)CCCCCC(=O)Nc3ccccc3N)cc2C1=O	-36.3	-0.3
C[C@H]1CN([C@@H](C)CO)S(=O)(=O)c2ccc(-c3ccc(C(=O)N(C)C)cc3)cc2O[C@H]1CN(C)C(=O)Nc1ccccc1F	4.5	3.4
C[C@H]1CN([C@@H](C)CO)C(=O)Cc2cc(NC(=O)Nc3ccc(C(F)(F)F)cc3)ccc2O[C@@H]1CN(C)C	2.4	1.0
COc1cccc(CNC(=O)C[C@H]2CC[C@H](NC(=O)C3CC3)[C@H](CO)O2)c1	-0.3	0.2
Cc1ccc(S(=O)(=O)Nc2cccc3c2O[C@H](CN(C)CC2CC2)[C@H](C)CN([C@H](C)CO)C3=O)cc1	-3.4	·

Other entries:
SMILES	EZH2 inh	IDH1 R132H inh
Cc1nnc(SCC(=O)Nc2cccc([N+](=O)[O-])c2)s1	-2.6	-0.1
C[C@@H]1CN([C@@H](C)CO)S(=O)(=O)c2ccc(-c3ccncc3)cc2O[C@@H]1CN(C)S(C)(=O)=O	-12.3	4.8
C[C@H]1CN([C@@H](C)CO)S(=O)(=O)c2ccc(Br)cc2O[C@@H]1CN(C)C(=O)c1cnccn1	-2.3	0.3
Nc1cc(=O)nc(SCC(=O)N(c2ccccc2)c2ccccc2)n1-c1ccccc1	-19.8	-0.2
COc1ccc(CCNC(=O)c2cc3cc(F)ccc3nc2C)cc1OC	5.1	1.2
Cc1noc(C)c1NC(=O)N(C)C[C@H]1OCCCC[C@H](C)Oc2ccc(NC(=O)NC(C)C)cc2C(=O)N([C@@H](C)CO)C[C@H]1C	·	0.7
COc1ccc(OC)c(NC(=O)NCc2cnn(C)c2)c1	-12.0	-0.3
C[C@@H]1CN([C@H](C)CO)C(=O)c2cc(NS(=O)(=O)c3cccs3)ccc2O[C@H]1CN(C)Cc1ccc(C(F)(F)F)cc1	-1.6	4.1
COCC(=O)Nc1ccc2c(c1)[C@H]1C[C@H](CC(=O)NC3CCCC3)O[C@@H](CO)[C@H]1O2	-0.6	-0.8
C[C@H]1CN([C@@H](C)CO)C(=O)c2cc(N(C)C)ccc2O[C@@H]1CN(C)Cc1ccccc1	-12.1	-1.0
C[C@@H]1CCCCO[C@H](CN(C)C(=O)Nc2ccccc2)[C@H](C)CN([C@H](C)CO)C(=O)c2cc(NC(=O)Nc3ccccc3)ccc2O1	·	0.0
C[C@@H]1CCCCO[C@@H](CN(C)Cc2ccc(C(F)(F)F)cc2)[C@@H](C)CN([C@H](C)CO)C(=O)c2cc(NC(=O)CCC(F)(F)F)ccc2O1	·	0.1
O=c1[nH]c(CSc2ccccn2)nc2c1oc1ccccc12	0.0	0.0
O=C(C[C@@H]1CC[C@H](NC(=O)CCN2CCCCC2)[C@@H](CO)O1)Nc1nccs1	13.2	0.0
CC(=O)N(C)C[C@@H]1Oc2ncc(C#CC3(O)CCCC3)cc2C(=O)N([C@H](C)CO)C[C@H]1C	3.5	·
CCOC(=O)c1c(NC(=O)c2ccc(Cl)c(S(=O)(=O)N3CCOCC3)c2)sc2c1CCCC2	-2.2	0.2

Part of the list above, set out differently.
Each structure is followed by: EZH2 inh, IDH1 R132H inh
C[C@@H]1CCCCO[C@@H](CN(C)Cc2ccc(C(F)(F)F)cc2)[C@@H](C)CN([C@H](C)CO)C(=O)c2cc(NC(=O)CCC(F)(F)F)ccc2O1
 : ·, 0.1
O=c1[nH]c(CSc2ccccn2)nc2c1oc1ccccc12
 : 0.0, 0.0
O=C(C[C@@H]1CC[C@H](NC(=O)CCN2CCCCC2)[C@@H](CO)O1)Nc1nccs1
 : 13.2, 0.0
CC(=O)N(C)C[C@@H]1Oc2ncc(C#CC3(O)CCCC3)cc2C(=O)N([C@H](C)CO)C[C@H]1C
 : 3.5, ·
CCOC(=O)c1c(NC(=O)c2ccc(Cl)c(S(=O)(=O)N3CCOCC3)c2)sc2c1CCCC2
 : -2.2, 0.2

Going on with the list.
SMILES	EZH2 inh	IDH1 R132H inh
O=C(Nc1ccccc1)c1ccc(S(=O)(=O)c2cccc(S(=O)(=O)N3CCOCC3)c2)cc1	7.4	0.6
O=C(C[C@H]1C=C[C@@H](NC(=O)c2ccccc2)[C@@H](CO)O1)NCc1ccncn1	0.5	0.2
CC1=CC(=O)OC1(O)CCC(C)CC(=O)O (stereo not given)	100.1*	2.8
CO[C@H]1CN(C)C(=O)c2ccc(NC(C)=O)cc2OC[C@H](C)N(C(=O)CN(C)C)C[C@@H]1C	9.3	·
C[C@@H]1CN([C@@H](C)CO)C(=O)Cc2cc(N(C)C)ccc2O[C@H]1CN(C)S(=O)(=O)c1ccccc1	-2.4	-5.8
COC(=O)c1ccccc1NC(=O)CSc1nc(-c2cccs2)cc(C(F)(F)F)c1C#N	-1.2	0.3
Cc1ccccc1Cn1c(NCc2ccco2)nc2c1c(=O)n(C)c(=O)n2C	1.9	-0.1
Cc1noc(C)c1S(=O)(=O)N(C)C[C@H]1Oc2ccc(NC(=O)CCC(F)(F)F)cc2CC(=O)N([C@H](C)CO)C[C@@H]1C	·	2.2
CC(=O)OC1/C=C(/C(=O)O)CC/C=C(/C)C(=O)/C=C\C1(C)C (stereo not given)	·	1.0
O=C(C[C@H]1C[C@@H]2c3cc(NC(=O)Nc4ccccc4F)ccc3O[C@@H]2[C@H](CO)O1)NCC1CC1	-3.9	0.0
COc1cccc(NC(=O)CSc2nnc(-c3ccc(Cl)cc3)n2-c2cccc(C)c2)c1	9.1	1.5
CCOc1cc(CO)c(Br)cc1OCC(=O)O	16.9	1.5
O=C(C[C@@H]1CC[C@@H](NC(=O)C2CC2)[C@H](CO)O1)NCc1ccccc1Cl	-4.4	-0.4
CC(=O)N[C@@H](CC(C)C)C(=O)O	10.0	-0.5
COc1ccc(S(=O)(=O)N(C)C[C@@H]2Oc3ncc(/C=C/c4ccccc4)cc3C(=O)N([C@@H](C)CO)C[C@@H]2C)cc1	-10.0	-0.1
CO[C@H]1CN(C)C(=O)c2ccc(NC(=O)c3ccccc3F)cc2OC[C@@H](C)N(C(=O)c2ccccc2F)C[C@H]1C	-2.4	0.3
Cc1ccc(NC(=O)CSc2n[nH]c(-c3ccncc3)n2)cc1C	-7.7	0.4
